MCL1-BIM inh: inhibitors of human MCL1 binding to BIM-BH3 peptide | Q07820 | GST-MCL1 / FITC-Bim-BH3 fluorescence polarization | inhibition, % at 10.9 µM | 0.68% of 320,000 active | AID 2057;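 active means inhibition above the mean inhibition of all tested compounds plus 3 SD, set per campaign, cut at about 40% in these data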;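 further: 0% = DMSO wells and 100% = unlabeled Bim-BH3 peptide control; higher means more loss of mP so more displacement of Bim peptide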
BCLXL inh: blocks human Bcl-xL binding to Bim BH3 peptide; inhibition, % at 10.9 µM; GST-Bcl-xL / FITC-Bim BH3 peptide fluorescence polarization; 0.7% of 320,000 active;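 active means inhibition above the mean of all tested compounds plus 3 SD, cutoff set per campaign, cut at about 30% in these data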;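 further: 0% = DMSO wells and 100% = unlabeled Bim-BH3 peptide competitor; inhibitors lower millipolarization by displacing the labeled peptide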
Target sequence (Q07817 whole entry, looked up): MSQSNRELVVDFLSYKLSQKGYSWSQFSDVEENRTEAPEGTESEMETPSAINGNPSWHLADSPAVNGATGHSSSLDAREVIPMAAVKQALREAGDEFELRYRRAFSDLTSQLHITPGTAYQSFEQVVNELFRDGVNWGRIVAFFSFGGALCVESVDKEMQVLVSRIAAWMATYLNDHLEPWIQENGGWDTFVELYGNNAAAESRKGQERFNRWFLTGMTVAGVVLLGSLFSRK
MEX-5 binding: C. elegans MEX-5 TCR-2 RNA binding activity. MEX-5/FITC-TCR2 RNA binding, fluorescence polarization; stronger effect = lower value. activity score (negative = inhibition of binding), % at 10 µM. 0.38% of 300,000 active. AID 1832;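 active means inhibition past about -25% in most replicates, and total fluorescence under double the plate's negative control median, limit read from the data; inconclusive means replicates evenly split on the limit, or fluorescence at least double controls; inactive means too little inhibition in most replicates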;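 further: 0% = DMSO and -100% = 5 µM competing unlabeled TCR2 RNA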
Yeast superoxide: caloric restriction mimetics inhibiting age-related superoxide in yeast; S. cerevisiae aged cells, superoxide DHE fluorescence; stronger effect = lower value; superoxide response (% of plate mean), % at 10 µM; 0.18% of 330,000 active; AID 2690;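 active means superoxide response under a set limit, about three screen SD below normal, cut at about 65% in these data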;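 further: yeast aged for seven days with compound at 30 °C before DHE staining; 100% = average MFI of all compound-treated wells on the plate with controls excluded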
EBNA-1 inhibitor: blocks EBNA-1 binding to DNA. 0.34% of 300,000 active. inhibition, % at 14.8 µM. EBNA-1 DNA binding, fluorescence polarization. AID 1950; in the data active means inhibition above about 28%
GLD-1 TGE inh: GLD-1-TGE RNA interaction inhibition (C. elegans) | purified GLD-1 + fluorescein TGE RNA, fluorescence polarization | inhibition, % at 5.96 µM | 0.44% of 320,000 active | AID 2280;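 active means percent inhibition above a per-plate cutoff, the plate mean of test compounds plus 3 SD, cut at about 30% in these data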;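 further: 0% = DMSO wells with GLD-1 and probe and 100% = wells lacking GLD-1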
Target sequence (Q17339 whole entry, looked up): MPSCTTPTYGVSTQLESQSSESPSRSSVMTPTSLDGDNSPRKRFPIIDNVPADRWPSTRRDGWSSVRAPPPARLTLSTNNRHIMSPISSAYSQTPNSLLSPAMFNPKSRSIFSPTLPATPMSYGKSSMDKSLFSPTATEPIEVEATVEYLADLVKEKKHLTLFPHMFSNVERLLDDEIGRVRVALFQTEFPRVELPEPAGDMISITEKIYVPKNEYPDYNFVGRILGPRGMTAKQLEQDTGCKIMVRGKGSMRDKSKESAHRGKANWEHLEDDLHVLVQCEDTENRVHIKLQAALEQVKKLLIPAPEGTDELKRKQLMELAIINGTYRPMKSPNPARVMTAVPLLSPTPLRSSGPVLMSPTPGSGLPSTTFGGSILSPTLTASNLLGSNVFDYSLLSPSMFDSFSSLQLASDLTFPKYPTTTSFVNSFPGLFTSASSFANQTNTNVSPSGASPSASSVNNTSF
Fam108B inh: Fam108B inhibition, counter-screen for RBBP9 inhibitors. AID 1947. inhibition, % at 9.51 µM. 0.33% of 300,000 active. recombinant Fam108B, FP-Rh probe fluorescence polarization;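 active means inhibition above the screen mean inhibition plus 3 SD, computed separately per campaign, cut at about 18% in these data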;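 further: inhibitors lower polarization as less probe binds the enzyme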
Efflux pump mplx: blocks antifungal efflux pumps in multiplex yeast assay | S. cerevisiae Candida pump triplex, Nile Red efflux | inhibition, % at 10 µM | 0.44% of 330,000 active;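 active means plate passing quality check with inhibition over a set limit, or well fluorescence over plate mean plus 4 SD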;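 further: Nile Red retained in pooled yeast measured as flow cytometry median fluorescence; 0% = buffer negative control and 100% = Enniatin B positive control; higher means more Nile Red kept so more efflux inhibition; some compounds called inactive have numbers as strong as hits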
ZTA counter: counter-screen for EBNA-1 inhibitors: inhibitors of Epstein-Barr virus ZTA. P03206. ZTA-DNA binding, fluorescence polarization. inhibition, % at 11 µM. 0.15% of 320,000 active; in the data active means inhibition above about 33%
Target sequence (P03206 whole entry, looked up): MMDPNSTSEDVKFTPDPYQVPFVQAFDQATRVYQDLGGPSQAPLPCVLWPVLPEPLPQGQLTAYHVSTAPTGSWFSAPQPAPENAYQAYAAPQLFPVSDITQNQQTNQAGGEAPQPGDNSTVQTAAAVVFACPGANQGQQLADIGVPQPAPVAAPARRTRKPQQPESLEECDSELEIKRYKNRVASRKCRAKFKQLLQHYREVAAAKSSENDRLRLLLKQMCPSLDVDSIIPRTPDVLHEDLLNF
Starred values were filed as active, the others as inactive; ? = inconclusive; · = not tested or not shown.

SMILES	MCL1-BIM inh	BCLXL inh	MEX-5 binding	Yeast superoxide	EBNA-1 inhibitor	GLD-1 TGE inh	Fam108B inh	Efflux pump mplx	ZTA counter
CCn1cc(C(=O)NCCCOC(C)C)c(=O)c2cc(S(=O)(=O)N3CCC(C)CC3)ccc21	-1	3	1.8	94	3	3	6	0.0	-6
Cc1cc(C(=O)OCC(=O)Nc2ccccc2[N+](=O)[O-])c2ccccc2n1	3	4	1.8	108	11	4	1	-0.1	10
Cc1coc2c1C(=O)C(=O)c1c-2ccc2c(C)cccc12	27	11	-4.9	94	2	-4	19*	-0.2	10
COCCNC(=O)Cn1cnc2sc(C)c(S(=O)(=O)N3CCN(c4ccccc4OC)CC3)c2c1=O	3	1	-2.1	96	-4	-3	5	0.1	-4
CCN(CC)C(=O)c1cccc(NC(=O)c2ccccc2OCc2c(C)noc2C)c1	6	5	·	120	·	8	·	0.0	0
O=C(NCc1ccccc1F)C1CCCN(C(=O)Nc2ccccc2)C1 (stereo not given)	4	5	1.1	108	-2	0	2	0.2	-12
CCN(CC)S(=O)(=O)c1ccc(N2CCOCC2)c(NC(=O)c2c3c(nc4ccccc24)CCC3)c1	24	8	-2.3	90	-5	5	1	-0.1	0
CN(c1nc2ccccc2[nH]c1=O)C1CCCCC1	21	21	0.7	81	-10	-9	0	0.2	-9
Cc1cc(C)c(C)c(S(=O)(=O)Nc2ccc(C(N)=O)cc2)c1C	6	4	-1.7	96	-6	5	-4	0.3	-5
O=C(CCc1nc(-c2ccccc2F)no1)NC1CCN(Cc2ccccc2)CC1	13	4	-3.3	82	2	-2	1	-0.1	-19
OC(CCN1CCOCC1)c1ccccc1 (stereo not given)	-10	3	-1.7	104	-16	-2	-1	0.2	7
CC(C)CN(Cc1c(O)ccc2c(=O)c(-c3ccccc3)coc12)CC(C)C	3	1	3.3	99	-9	10	-2	-0.2	-18
O=C(CCc1nc2sc3c(c2c(=O)[nH]1)CCCC3)Nc1cccc(Cl)c1	0	-3	-0.8	107	17	-11	1	0.0	17
CCc1ccc(S(=O)(=O)N2CCCC(N3CCN(c4ccc(OC)cc4)CC3)C2)cc1 (stereo not given)	-1	-5	-0.1	102	-6	2	1	0.0	8
CCOc1ccc(/C=C(/NC(=O)c2ccccc2)C(=O)NCCC(=O)O)cc1	3	6	-0.7	100	-10	0	0	0.1	-3

A different layout for 3 compounds above.
| compound | MCL1-BIM inh | BCLXL inh | MEX-5 binding | Yeast superoxide | EBNA-1 inhibitor | GLD-1 TGE inh | Fam108B inh | Efflux pump mplx | ZTA counter |
| --- | --- | --- | --- | --- | --- | --- | --- | --- | --- |
| CCN(CC)C(=O)c1cccc(NC(=O)c2ccccc2OCc2c(C)noc2C)c1 | 6 | 5 | · | 120 | · | 8 | · | 0.0 | 0 |
| Cc1coc2c1C(=O)C(=O)c1c-2ccc2c(C)cccc12 | 27 | 11 | -4.9 | 94 | 2 | -4 | 19* | -0.2 | 10 |
| CCc1ccc(S(=O)(=O)N2CCCC(N3CCN(c4ccc(OC)cc4)CC3)C2)cc1 (stereo not given) | -1 | -5 | -0.1 | 102 | -6 | 2 | 1 | 0.0 | 8 |

Further results
SMILES	MCL1-BIM inh	BCLXL inh	MEX-5 binding	Yeast superoxide	EBNA-1 inhibitor	GLD-1 TGE inh	Fam108B inh	Efflux pump mplx	ZTA counter
COc1ccc(C(CNC(=O)COc2ccc(C)c(C)c2)N2CCCCC2)cc1 (stereo not given)	1	4	-1.5	100	-1	-2	-2	0.2	12
COc1[nH]c(/N=C/c2ccccc2)c(C#N)c1C#N	194*	160*	-59*	92	-1	159*	17	0.4	5
CCOC(=O)c1c(CSc2ccccc2)n(C)c2ccc(O)cc12	-6	1	-3.2	101	7	6	1	0.1	23
CS(=O)(=O)Nc1ccc(S(=O)(=O)N2CCOCC2)cc1	2	5	0.0	93	-2	-1	-5	0.0	3
C=C1CCN([C@@H](Cc2ccccc2)C(=O)N2CCOCC2)S(=O)(=O)c2ccccc21	-7	-3	1.2	93	0	40*	0	-0.1	7
COc1ccc(C(CNC(=O)c2ccc3c(c2)OCCO3)N(C)C)cc1 (stereo not given)	-3	5	0.9	89	6	3	3	-0.2	12
CCOc1cccc(NC(=O)C(Cc2cccs2)c2nn[nH]n2)c1 (stereo not given)	1	0	-0.4	100	-18	-5	0	0.4	-4
Cc1noc(NS(=O)(=O)c2ccc(NC(=O)c3nn(-c4ccc(F)cc4)ccc3=O)cc2)c1C	-1	4	0.8	96	-16	0	2	0.2	-13
CSCC[C@@H](C(=O)NCCCCCCCCCCC(=O)N1CCN(C(=O)OC(C)(C)C)CC1)n1cc(CCO)nn1	2	5	·	101	11	0	1	0.1	1
COc1cc(/C=C/C(=O)OCC(=O)N2CCCc3ccccc32)ccc1OC(F)F	0	3	1.4	97	-10	3	2	0.0	-4
Cc1cccc(-n2ncc3c2CCCC3NC(=O)CCc2cccnc2)c1C (stereo not given)	1	0	1.4	85	-5	2	-2	0.0	-16
Cc1ccc(NC(=O)Cn2ncn3c(cc4ccccc43)c2=O)cc1F	-2	4	-1.0	123	-21	0	-2	0.4	1
Cc1cc(-c2ccc(S(=O)(=O)N3CCN(c4cccc(C)c4C)CC3)s2)on1	-6	-1	2.6	120	-9	2	2	0.2	5
CCOC(=O)c1[nH]c2ccccc2c1NC(=S)Nc1cccc(C)c1C	8	4	-0.3	133	-13	12	0	0.1	13
Cc1ccc2cc(COC(=O)c3cccc([N+](=O)[O-])c3)c(=O)[nH]c2c1	-2	-2	0.1	104	-16	2	-10	-0.1	-11
CCOC(=O)c1cc(-c2ccccc2)n(CCC(=O)NC(C)CC)c1C (stereo not given)	-3	0	-1.5	131	1	3	0	0.1	18
COc1ccc(-n2c(-c3ccc(Br)cc3)c[n+]3c2SC(C)C3)cc1 (stereo not given)	3	5	3.2	89	-5	9	5	-0.1	-27
COc1ccc(CNC(=O)C/C(C)=N/NC(=O)COc2cccc(C)c2)cc1	-3	0	2.3	120	11	-1	1	0.0	9
O=C(NNC(=S)NCC1CCCO1)c1ccc(S(=O)(=O)N2CCOCC2)cc1 (stereo not given)	6	10	-1.3	100	-6	-3	-5	-0.1	1
O=C(Nc1ccc(F)c(Cl)c1)C1CCN(c2ncnc3c2nc2n3CCCCC2)CC1	1	11	3.5	92	4	3	2	0.0	-11
CCOc1cc(/C=N/NC(=O)COc2ccc(Cl)cc2)ccc1OS(=O)(=O)c1ccccc1	4	5	1.1	88	-12	0	11	0.3	14
COc1ccc(CNC(=O)C2CCCN(S(=O)(=O)c3c(C)nn(C)c3C)C2)cc1 (stereo not given)	-3	0	0.1	124	-13	5	-2	0.4	-10
O=C(COc1ccccc1)NC1CCS(=O)(=O)C1 (stereo not given)	0	0	0.2	102	2	10	4	-0.1	-2
Cc1nc(C)c(-c2ccc(SCC(=O)Nc3ccc(F)cc3F)nn2)s1	6	2	-2.1	102	5	5	2	0.0	14
Cc1ccc(-n2[nH]c(C)c(/C=N/NC(=O)c3ccc(O)cc3O)c2=O)cc1	10	13	?	94	-10	-1	3	0.1	-3
O=C(C1CCCN(Cc2ccc(Cl)cc2)C1)N1CCCCC1 (stereo not given)	-1	0	2.2	104	-1	-1	4	-0.1	-15
O=C(Nc1ccccc1)OCCOc1cccc(Br)c1	3	4	0.2	101	4	7	-3	0.0	-9
COc1ccc(Cl)cc1C(=O)NCCCN1CCOCC1	4	10	-2.5	91	-6	8	-4	0.1	0
Cc1ccc(S(=O)(=O)N2CCN(C(=O)CCN3C(=O)c4ccccc4C3=O)CC2)cc1C	-20	-9	1.2	135	-7	3	0	0.1	0
Nc1c(-c2ccccc2)cnc2c(-c3ccccc3)cnn12	10	7	0.1	101	2	9	7	-0.2	16
COc1cccc(CN2CCN(Cc3ccc(C#CC(C)(C)O)s3)CC2CCO)c1 (stereo not given)	6	10	0.0	128	9	-7	1	0.0	5
Nc1nonc1C(=O)N/N=C/c1cccc([N+](=O)[O-])c1	-2	-3	-0.2	111	3	1	0	0.0	5
COC(=O)C(C)Oc1ccc(=O)[nH]n1 (stereo not given)	1	3	2.5	101	-3	-3	0	0.2	14
CCn1nc(CC(C)C)cc1C(=O)N1CCCC(Nc2ccc(OC)cc2)C1 (stereo not given)	3	8	1.7	106	0	2	-2	0.0	-1
COc1ccc(S(=O)(=O)N(C)c2ccc(C(=O)Nc3ccccc3C(=O)N3CCOCC3)cc2)cc1OC	3	3	1.3	98	8	-2	4	-0.1	4
COc1ccc(-c2[nH]ncc2CN2CCC(OCc3cccnc3)CC2)c(F)c1	-1	-3	-0.1	106	-23	-8	-1	0.0	-9
Fc1ccc(Oc2nccc(-c3ccc(Cl)cc3)n2)cc1	0	5	1.7	90	4	4	-5	-0.1	-22
Cc1cc(C)n(-c2ccc(C(=O)OCc3ccccc3)cc2)n1	2	-1	2.0	121	5	7	0	0.0	7
COc1ccccc1N1CCN(C(=O)CCNS(=O)(=O)c2ccc(Br)s2)CC1	8	9	-2.8	107	-5	3	-6	0.1	-13
CC(=O)NC(Cc1cnc[nH]1)C(=O)O (stereo not given)	1	2	0.9	102	-9	-5	3	0.1	-13
COc1ccc(N(CC(=O)O)S(=O)(=O)c2c(C)n[nH]c2C)cc1	3	4	-1.5	87	-6	6	-2	0.0	-4
CC(C)c1ccc(S(=O)(=O)N2CCN(CC(O)CN3CCOCC3)CC2)cc1 (stereo not given)	5	8	·	93	·	-5	·	-0.2	6
Cc1nc(NS(=O)(=O)c2ccccc2)sc1NC(=O)Nc1ccccc1	22	9	-5.4	110	2	2	6	-0.1	10
CCN(CC)c1ccc(/C=C/C(=O)c2ccc(Br)cc2)cc1	61*	58*	-51*	99	2	76*	-15	0.1	8
O=C(CCN1C(=O)C2C3C=CC(C3)C2C1=O)N1CCN(c2ccc(F)cc2)CC1 (stereo not given)	-4	1	·	107	7	10	-2	-0.1	12
O=C(CSc1ccc(Br)cc1)NCC1CCCO1 (stereo not given)	7	3	0.4	102	5	2	-2	0.2	-12
CN1[C@@H]2CCC[C@H]1CC(NC(=O)c1nn(C)c3ccccc13)C2 (stereo not given in full)	5	3	·	103	4	4	-2	0.0	-18
Cc1ccc(S(=O)(=O)N(CC(=O)N2CCOCC2)c2ccc(C(C)C)cc2)cc1	3	5	2.9	97	-1	5	-3	0.0	1
COc1cc(CNc2ncn[nH]2)ccc1OCc1ccccc1C	8	6	1.0	104	-3	2	-4	0.1	-2
CCN(CC)C(=O)C(C)N(C#N)c1nc(C)cc(C)n1 (stereo not given)	0	4	-0.4	95	3	5	1	-0.5	7
CC(=O)N1c2ccc(S(=O)(=O)N3CCCC(C(=O)N4CCC(C)CC4)C3)cc2CC1C (stereo not given)	-3	2	0.3	116	2	1	2	0.4	9
COc1ccc(S(=O)(=O)N(C)CC(=O)NCc2ccco2)cc1OC	1	3	1.0	97	-8	-5	1	0.0	12
COc1ccc(C2CC(c3ccccc3)n3nnnc3N2)cc1 (stereo not given)	12	6	0.3	106	-12	16	1	0.1	-1
CCCOc1ccc(C2(C(=O)O)CCCC2)cc1	7	6	0.0	90	-4	6	2	0.0	-5
CCOC(=O)c1cc2cc(OCc3ccccc3)ccc2nc1C	-7	-5	-0.9	99	-2	8	-3	0.1	7
COCCN(C(=O)Cn1c(C(F)(F)F)nc2ccccc21)c1c(N)n(Cc2ccccc2)c(=O)[nH]c1=O	3	2	1.1	110	5	7	0	0.1	4
OC(COCc1ccccc1F)CN1CCCCC1 (stereo not given)	4	7	-0.4	91	-5	1	0	-0.1	-6
O=C(CSc1cccc2cccnc12)N/N=C/c1cccc(O)c1	11	7	0.6	91	3	-2	-4	-0.2	5

Source: PubChem BioAssay
